# EZH2 inh – inhibitors of human EZH2/PRC2 methyltransferase | Q15910 | PRC2 H3K27 methylation, DELFIA TRF, 1 h | inhibition, % at 12.5 µM | hit rate 0.35% among 57,000 | AID 651548;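 active means mean inhibition of replicates at least 50% and every single replicate also reaching 50%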;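 further: dimethyl H3K27 on biotinylated H3 21-44 peptide detected by antibody; plate controls were median neutral control wells for no effect and median positive control wells for full effect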
# IDH1 mut inh – inhibitors of human IDH1 R132H. inhibition, % at 10 µM. AID 624101. hit rate 0.18% among 70,000. IDH1 R132H reductase, diaphorase/resazurin fluorescence, 60 min; in the data active means inhibition above about 34%;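 further: 0% = DMSO and 100% = no enzyme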
# Target sequence (O75874 whole entry R132H): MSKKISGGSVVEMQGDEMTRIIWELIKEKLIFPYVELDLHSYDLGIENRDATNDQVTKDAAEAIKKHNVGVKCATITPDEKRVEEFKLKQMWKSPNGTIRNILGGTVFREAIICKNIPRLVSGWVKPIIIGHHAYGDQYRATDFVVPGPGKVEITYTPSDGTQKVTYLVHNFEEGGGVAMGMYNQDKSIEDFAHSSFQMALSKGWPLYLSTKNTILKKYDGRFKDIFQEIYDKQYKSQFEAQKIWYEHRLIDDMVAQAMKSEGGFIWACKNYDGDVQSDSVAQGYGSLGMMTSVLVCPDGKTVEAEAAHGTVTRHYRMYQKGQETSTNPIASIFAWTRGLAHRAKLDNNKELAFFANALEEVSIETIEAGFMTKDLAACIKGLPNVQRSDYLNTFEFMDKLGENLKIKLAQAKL
# Active calls of the source: *; / = not tested or not shown; & = joins results of further samples.
smiles	IDH1 mut inh	EZH2 inh
COc1cc(O)c(Cc2ccccc2O)c(O)c1C(=O)CCc1ccccc1	0.0	/
NC(=O)[C@H]1[C@@H]2C(=O)O[C@@H](c3ccccc3)[C@@H](c3ccccc3)N2[C@@H](c2ccc(OCCO)cc2)[C@]12C(=O)Nc1ccccc12	0.2	-15
Cc1cc(C)c2c(=O)[nH]c(SCC(=O)c3cccs3)nc2n1	1.0	-23
Cc1ccc(-c2ccc3c(c2)O[C@H](CN(C)Cc2ccccn2)[C@H](C)CN([C@H](C)CO)S3(=O)=O)cc1	/	5
C[C@@H]1CN([C@H](C)CO)C(=O)c2cc(C#CC(C)(C)O)cnc2O[C@@H]1CN(C)C(=O)CN(C)C	0.0	/
CN(C)C(=O)C[C@H]1C[C@H]2c3cc(NC(=O)Nc4ccc(C(F)(F)F)cc4)ccc3O[C@H]2[C@H](CO)O1	2.7	-12
CC(C)=CCCC1(C)C=Cc2c(c(C)cc3c2[nH]c2cc(O)ccc23)O1 (stereo unspecified)	-0.1	-5
C[C@@H]1CN([C@@H](C)CO)C(=O)c2cc(Br)cnc2O[C@H]1CN(C)Cc1ccccc1C(=O)O	/	6

# Next compounds:
smiles	IDH1 mut inh	EZH2 inh
C[C@@H]1CN([C@H](C)CO)C(=O)c2cc(NC(=O)Nc3ccc4c(c3)OCO4)ccc2O[C@@H]1CN(C)C(=O)Nc1ccccc1	-2.4	/
C[C@H](CO)N1C[C@H](C)[C@H](CN(C)C(=O)C2CC2)Oc2ncc(-c3cccc(C#N)c3)cc2C1=O	/	-7
C[C@H](CO)N1C[C@H](C)[C@H](CN(C)C(=O)Nc2ccccc2)Oc2ncc(/C=C/c3ccccc3)cc2C1=O	2.7	/
Cc1noc(C)c1NC(=O)N(C)C[C@H]1Oc2ccc(NC(=O)C3CC3)cc2C(=O)N([C@H](C)CO)C[C@@H]1C	1.4	-13
C[C@@H]1CN([C@H](C)CO)C(=O)Cc2cc(NS(=O)(=O)c3cccs3)ccc2O[C@H]1CN(C)Cc1ccc(C(=O)Nc2ccccc2N)cc1	/	-20
C[C@H](CO)N1C[C@H](C)[C@H](CN(C)S(C)(=O)=O)Oc2ccc(NC(=O)NC3CCCCC3)cc2CC1=O	/	9
COc1ccccc1NC(=O)CSc1ccccn1	-0.4	-14
O=C(Nc1cccc(Cl)c1)N[C@H]1CC[C@H](CCNC(=O)C2CCC2)O[C@@H]1CO	0.2	-7

# One compound at a time, from the list above:
# C[C@H](CO)N1C[C@H](C)[C@H](CN(C)S(C)(=O)=O)Oc2ccc(NC(=O)NC3CCCCC3)cc2CC1=O as listed: IDH1 mut inh: /; EZH2 inh: 9
# C[C@H](CO)N1C[C@H](C)[C@H](CN(C)C(=O)C2CC2)Oc2ncc(-c3cccc(C#N)c3)cc2C1=O as listed: IDH1 mut inh: /; EZH2 inh: -7

# Following part.
smiles	IDH1 mut inh	EZH2 inh
COc1ccc(NC(=O)CN(C)S(=O)(=O)c2ccc(C)cc2)cc1OC	0.1	0
CO[C@H]1CN(C)C(=O)c2ccc(NS(=O)(=O)c3ccccc3C)cc2OC[C@@H](C)N(C)C[C@H]1C	0.2	1
CC(C)(C)[S@](=O)N1Cc2cc(C(=O)NCc3ccc4c(c3)OCO4)nc(-c3cccc(-c4ccncc4)c3)c2[C@@H]1CCO	-1.7	7
C[C@@H]1CN([C@@H](C)CO)C(=O)c2cccc(NS(=O)(=O)c3ccccc3)c2O[C@@H]1CN(C)CC1CCCCC1	3.7	10
COc1ccc(S(=O)(=O)Nc2ccc3c(c2)CC(=O)N([C@@H](C)CO)C[C@H](C)[C@H](CN(C)Cc2ccc(C(=O)Nc4ccccc4N)cc2)O3)cc1	4.5	-10
Cc1cccc(-n2c3c(c(=O)[nH]c2=S)C(NC(=O)CN2CCCC2=O)(C(F)(F)F)C(=O)N3)c1 (stereo unspecified)	7.0	/
C[C@H](CO)N1C[C@H](C)[C@H](CN(C)Cc2ccccc2)Oc2ccc(NC(=O)Cn3cnnn3)cc2C1=O	-0.5	5
C[C@@H]1CN([C@H](C)CO)C(=O)c2cccc(NC(=O)Nc3cccc4ccccc34)c2O[C@@H]1CN(C)Cc1ccc2c(c1)OCO2	-6.3	-8

# Next section.
smiles	IDH1 mut inh	EZH2 inh
C[C@H]1CN([C@@H](C)CO)C(=O)c2cc(NC(=O)c3ccncc3)ccc2O[C@H]1CN(C)C(=O)NC1CCCCC1	0.7	/
O=C(C[C@H]1C[C@H]2c3cc(NC(=O)Nc4ccccc4)ccc3O[C@H]2[C@@H](CO)O1)NCc1ccncc1	0.6	-1
O=[N+]([O-])c1ccc(OCc2nc(-c3ccncc3)no2)cc1	0.3	-9
COc1ccc(S(=O)(=O)Nc2ccc3c(c2)CC(=O)N([C@H](C)CO)C[C@H](C)[C@H](CN(C)S(=O)(=O)c2ccc(C)cc2)O3)cc1	7.7	/
C[C@@H]1CCCCO[C@H](CN(C)C)[C@@H](C)CN([C@@H](C)CO)C(=O)c2cc(NC(=O)c3ccncc3)ccc2O1	4.4	-2
C[C@H]1CCCCO[C@@H](CN(C)Cc2ccncc2)[C@@H](C)CN([C@@H](C)CO)C(=O)c2cc(NC(=O)NC3CCCCC3)ccc2O1	/	4
Cc1cc(NC(=O)/C=C\c2ccccc2)nc2c1c(=O)oc1ccccc12	1.0	-26
COc1ccc(C(=O)NCc2ccc(C(=O)O)o2)cc1	1.1	-25

# (further entries)
smiles	IDH1 mut inh	EZH2 inh
Nc1nnc(SCC(=O)Nc2ccc(I)cc2)s1	-0.8	3
CO[C@@H]1CN(C)C(=O)c2cc(NC(C)=O)ccc2OC[C@H](C)N(C(=O)c2ccccc2F)C[C@@H]1C	0.4	-4
COCC(=O)Nc1ccc2c(c1)OC[C@@H](C)N(Cc1ccccc1C(=O)O)C[C@@H](C)[C@H](OC)CN(C)C2=O	-0.2	3
C[C@@H]1CN([C@H](C)CO)S(=O)(=O)c2ccc(C#Cc3ccccc3)cc2O[C@H]1CN(C)C(=O)Cc1ccccn1	-0.2	/
C[C@H](CO)N1C[C@H](C)[C@H](CN(C)S(=O)(=O)c2cccs2)Oc2c(NC(=O)c3ccc(-c4nccs4)cc3)cccc2C1=O	-1.4	/
CCCN(C)C[C@@H]1Oc2cc(C#Cc3ccc(F)cc3)ccc2S(=O)(=O)N([C@@H](C)CO)C[C@@H]1C	-0.2	/
C[C@@H]1CN([C@@H](C)CO)C(=O)Cc2cc(NC(=O)C3CCCCC3)ccc2O[C@H]1CN(C)CC1CCCCC1	-0.1	/
CN1C(=O)CC(c2ccccc2)C1=O (stereo unspecified)	-0.3	/

# Entries from the list above that have a COOH group, in the order listed:
smiles	IDH1 mut inh	EZH2 inh
C[C@@H]1CN([C@@H](C)CO)C(=O)c2cc(Br)cnc2O[C@H]1CN(C)Cc1ccccc1C(=O)O	/	6
COc1ccc(C(=O)NCc2ccc(C(=O)O)o2)cc1	1.1	-25
COCC(=O)Nc1ccc2c(c1)OC[C@@H](C)N(Cc1ccccc1C(=O)O)C[C@@H](C)[C@H](OC)CN(C)C2=O	-0.2	3

# (more compounds)
smiles	IDH1 mut inh	EZH2 inh
COc1ccccc1CCNC(=O)c1cnccn1	-0.3	-12
Cc1ccc(S(=O)(=O)NCC[C@H]2CC[C@@H](NC(=O)NC(C)C)[C@@H](CO)O2)cc1	-0.1	-4
C[C@@H]1CN([C@@H](C)CO)C(=O)c2cc(NS(=O)(=O)c3ccc(F)cc3)ccc2O[C@@H]1CN(C)C	4.2	12
COc1cc(Cl)c(C)cc1NC(=O)C1CCC(=O)N1S(=O)(=O)c1ccc(C)cc1 (stereo unspecified)	0.0	-13
Cc1ccc(OC(=O)N(C)C[C@H]2OCc3cn(nn3)CCCC(=O)N([C@H](C)CO)C[C@@H]2C)cc1	0.4	/
C[C@H](CO)N1C[C@H](C)[C@@H](CN(C)C(=O)C2CCC2)Oc2cc(C#C[C@@H](C)O)ccc2S1(=O)=O	/	-14
COc1ccccc1-c1ccc2c(c1)O[C@H](CN(C)C(=O)c1ccccc1)[C@@H](C)CN([C@H](C)CO)S2(=O)=O	0.2	/
Cc1noc(C)c1NC(=O)N(C)C[C@H]1Oc2cc(C#CCN(C)C)ccc2S(=O)(=O)N([C@H](C)CO)C[C@H]1C	-0.6	0

# New compounds follow.
smiles	IDH1 mut inh	EZH2 inh
CC(C)NC(=O)Nc1cccc2c1O[C@@H](CN(C)C(=O)Nc1cccc3ccccc13)[C@@H](C)CN([C@@H](C)CO)C2=O	/	15
OC(CSc1ccccn1)CC(O)c1ccccc1 (stereo unspecified)	/	-4
CCCC#Cc1cnc2c(c1)C(=O)N([C@@H](C)CO)C[C@H](C)[C@H](CN(C)Cc1ccc(C(=O)O)cc1)O2	0.2	21
CO[C@@H]1CN(C)C(=O)c2cc(NC(=O)Nc3ccc4c(c3)OCO4)ccc2OC[C@H](C)NC[C@H]1C	-0.4	0
CCC(=O)Nc1ccc2c(c1)C(=O)N(C)C[C@H](OC)[C@H](C)CN(C(=O)CN(C)C)[C@@H](C)CO2	0.4	-1
CO[C@H]1CN(C)C(=O)c2ccc(NC(C)=O)cc2OC[C@H](C)N(C(=O)C2CCOCC2)C[C@H]1C	-0.1	-7
CC(C)C#Cc1cnc2c(c1)C(=O)N([C@H](C)CO)C[C@@H](C)[C@H](CN(C)C(=O)c1ccccn1)O2	1.0	-9
O=C(C[C@@H]1C[C@H]2c3cc(NC(=O)C4CCC4)ccc3O[C@H]2[C@@H](CO)O1)NCc1ccc(Cl)cc1	0.0	8

# Later entries.
smiles	IDH1 mut inh	EZH2 inh
Cn1nnnc1SCC(=O)Nc1ncccn1	0.0	-12
O=C(CNS(=O)(=O)c1ccccc1)Nc1ccc2c(c1)OCCO2	0.4	/
O=C(CCCCC(=O)N/N=C/c1cccc(Oc2ccccc2)c1)NO	/	6
O=C(N[C@@H]1C=C[C@H](CC(=O)N2CCN(c3ccccc3)CC2)O[C@@H]1CO)c1ccncc1	-0.4	17
Cc1ccc(C)c(NC(=O)CN(c2ccc(C)c(Cl)c2)S(C)(=O)=O)c1	-0.1	-2
CO[C@@H]1CN(C)C(=O)c2cc(NC(=O)c3cccc(F)c3)ccc2OC[C@H](C)NC[C@@H]1C	-0.6	-1
C[C@H]1CCCCO[C@H](CN(C)C(=O)c2ccncc2)[C@@H](C)CN([C@@H](C)CO)C(=O)c2cc(N(C)C)ccc2O1	-3.4	2
COc1ccccc1-n1c(SCC(=O)c2ccc3c(c2)CCCC3)nc2ccccc2c1=O	0.2	-1

# Other records
smiles	IDH1 mut inh	EZH2 inh
C[C@@H]1CCCCO[C@@H](CN(C)S(=O)(=O)c2ccccc2)[C@H](C)CN([C@@H](C)CO)C(=O)c2cc(NC(=O)Nc3ccc4c(c3)OCO4)ccc2O1	0.8	/
CC(C)NC(=O)Nc1ccc2c(c1)C(=O)N([C@H](C)CO)C[C@@H](C)[C@@H](CN(C)C(=O)c1ccncc1)OCCCC[C@H](C)O2	2.5	-18
C[C@@H]1CCCCO[C@@H](CN(C)Cc2ccccc2)[C@@H](C)CN([C@H](C)CO)C(=O)c2cc(NS(=O)(=O)c3ccccc3)ccc2O1	1.2	/
O=C(C[C@@H]1C=C[C@@H](NC(=O)C2CCOCC2)[C@H](CO)O1)NCC1CC1	0.0	5
Cc1noc(C)c1NC(=O)Nc1ccc2c(c1)CC(=O)N([C@@H](C)CO)C[C@H](C)[C@@H](CN(C)Cc1ccc(Cl)c(Cl)c1)O2	-1.0	-14
C[C@@H]1CN([C@H](C)CO)C(=O)c2cccc(NC(=O)C3CCOCC3)c2O[C@H]1CN(C)Cc1ccc(Cl)c(Cl)c1	1.9	-4
O=S(=O)(N[C@H]1CC[C@H](CCn2cc(-c3cccnc3)nn2)O[C@H]1CO)c1ccc(Cl)cc1	-0.2	9
C[C@H](CO)N1C[C@H](C)[C@@H](CN(C)C(=O)Nc2ccc(F)cc2)OCCCC[C@H](C)Oc2ccc(NC(=O)CCC(F)(F)F)cc2C1=O	2.2	/

# Additional records follow:
smiles	IDH1 mut inh	EZH2 inh
CO[C@@H](CN(C)S(=O)(=O)c1cccc(Cl)c1)[C@H](C)CN(C(=O)Nc1ccccc1F)[C@H](C)CO	0.1	3
CCCNC(=O)N1C[C@H](C)[C@H](OC)CN(C)C(=O)c2cc(NC(C)=O)ccc2OC[C@@H]1C	-0.2	16
Cc1noc(C)c1S(=O)(=O)N(C)C[C@H]1Oc2ccc(NC(=O)c3ccncc3)cc2CC(=O)N([C@H](C)CO)C[C@H]1C	0.4	/
CO[C@@H]1CN(C)C(=O)c2ccc(NS(C)(=O)=O)cc2OC[C@@H](C)N(C(=O)c2ccc3c(c2)OCO3)C[C@H]1C	/	13
CCC(=O)Nc1ccc(Br)cc1-c1nnc(SC)[nH]c1=O	0.3	2
CC(=O)c1cccc(NC(=O)CSc2nc(-c3ccccc3)c(-c3ccccc3)o2)c1	0.8	31
Cc1noc(C)c1NC(=O)N(C)C[C@H]1OCCCC[C@@H](C)Oc2ccc(N(C)C)cc2C(=O)N([C@@H](C)CO)C[C@@H]1C	0.9	6
C[C@@H]1CN([C@H](C)CO)S(=O)(=O)c2ccc(C#CC3CCCCC3)cc2O[C@H]1CN(C)C(=O)Cc1ccncc1	/	-21&-43

# Following part:
smiles	IDH1 mut inh	EZH2 inh
Cc1noc(C)c1S(=O)(=O)Nc1ccc2c(c1)C(=O)N([C@H](C)CO)C[C@H](C)[C@H](CN(C)C(=O)Nc1cccc3ccccc13)OCCCC[C@H](C)O2	2.0	/
COC(=O)c1c(-c2ccc(OC)c(OC)c2)csc1NC(=O)COc1ccccc1	0.1	-17
Cc1ccc(NC(=O)c2oc3ccccc3c2NC(=O)Cc2coc3ccc(C)cc23)cc1	0.4	12
Cc1cc(NS(=O)(=O)c2ccc(NC(=O)c3oc4cc(C)c(C)cc4c3C)cc2)nc(C)n1	-0.7	8

# The list is partial. The share of hits here may be higher or lower than overall.
